Assay outcomes deposited in PubChem BioAssay by several laboratories.
TRPC4 potent = TRPC4 (mouse) allosteric potentiation; Q9QUQ5; HEK293 TRPC4beta/mu-opioid, DAMGO EC20, Fluo-4 Ca2+ flux; hits give high values; B-score at 10 µM; 0.42% of 310,000 active; AID 2227;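 active = B-score of calcium response area above 5 SD of library B-scores, with initial fluorescence ratio within 5 SD of library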;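 also: B-score of integrated fluorescence ratio over time as area under calcium response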
MrgX1 antag = human MrgX1 receptor antagonism, primary screen; B-score at 10 µM; Q96LB2; MRGX1-HEK293 calcium flux, Fluo-4, BAM8-22 antagonism; hits give low values; 1.3% of 310,000 active;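 active = calcium-response B-score plate-corrected more than 3 library SD below zero, starting fluorescence within 5 deviations, no agonist response on first addition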;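 also: peak minus trough fluorescence over baseline after final BAM8-22 challenge near maximal dose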
Target sequence (Q96LB2 whole entry, looked up): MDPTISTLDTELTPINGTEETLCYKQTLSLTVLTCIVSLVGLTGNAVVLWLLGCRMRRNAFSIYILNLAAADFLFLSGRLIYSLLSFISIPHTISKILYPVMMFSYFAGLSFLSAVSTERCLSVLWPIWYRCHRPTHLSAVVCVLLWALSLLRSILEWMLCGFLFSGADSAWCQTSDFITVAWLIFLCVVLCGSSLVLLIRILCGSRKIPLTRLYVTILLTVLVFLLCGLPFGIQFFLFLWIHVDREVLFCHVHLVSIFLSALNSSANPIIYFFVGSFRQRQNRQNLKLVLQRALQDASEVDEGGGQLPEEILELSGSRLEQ
HIF activator = HIF pathway transcriptional activation; activation, % at 7.5 µM (by protocol); 0.32% of 300,000 active; U2OS HRE-luciferase reporter, luminescence; normalized: DMSO 0%, desferrioxamine 100%;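 active = mean activation of at least 10% of the iron chelator positive control signal, with at least half of replicates also reaching 10%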
TRPC6 inhibitor = blocks the mouse TRPC6 cation channel. Q61143. HEK293-TRPC6, membrane potential dye, ACh-evoked depolarization; hits give low values. B-score at 10 µM. 1.1% of 310,000 active. AID 2553;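 active = B-score under library mean minus 3 SD, initial fluorescence not abnormally high, positive integrated signal ratio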;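 also: B-score derived from integrated fluorescence ratio over the kinetic read; more negative B-score means stronger inhibition of depolarization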
KLF5 inhibitor = suppresses KLF5 promoter-driven expression; inhibition, % at 5 µM; DLD-1 KLF5 promoter-luciferase reporter, luminescence; AID 1700; 0.23% of 290,000 active;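 active = inhibition above a per-plate limit of that plate's mean compound inhibition plus 3 SD, cut at about 60% in these data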;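 also: 0% = DMSO wells and 100% = LY294002 at 200 µM; higher means less KLF5 promoter-driven luciferase light; inactives centre near -14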
TRPC6 act = activators of mouse TRPC6 channel | Q61143 | HEK293-TRPC6 membrane potential dye fluorescence; hits give high values | B-score at 10 µM | 0.13% of 310,000 active | AID 2550;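 active = B-score of the integrated fluorescence ratio above library mean plus 3 SD, and starting fluorescence ratio within library mean plus 5 SD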;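 also: higher score means more depolarization so channel activation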
TRPC4 block = TRPC4 (mouse) channel inhibition. HEK293 TRPC4beta/mu-opioid, DAMGO-evoked Fluo4 calcium flux; hits give low values. Q9QUQ5. 0.39% of 300,000 active. B-score at 10 µM;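 active = B-score over 3 SD under the library average, no early fluorescence shift, positive overall ratio signal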
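Material: HEK293 cells with stable TRPC4beta plus mu-opioid receptor expression / Probe or stimulus: DAMGO in two steps, submaximal then maximal / Compound: single concentration per test compound / Technique: kinetic Fluo4 fluorescence imaging of calcium influx / Read-out: per-well B score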
IEC-6 tox = IEC-6 cytotoxicity, counter-screen for KLF5 inhibitors | luminescence viability | 0.78% of 290,000 active | inhibition, % at 5 µM; in the data active = inhibition above about 22%;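 also: 0% = plate median of test compound wells and 100% = cytotoxic reference compound wells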
TRPC4 act = TRPC4 (mouse) channel activation; Q9QUQ5; HEK293 TRPC4beta/mu-opioid, Fluo4 calcium fluorescence; hits give high values; B-score at 10 µM; 0.49% of 310,000 active; AID 2237;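 active = B-score above 5 SD of library B-scores, and initial fluorescence ratio not above library mean plus 5 SD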;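 also: positive B-score marks a calcium rise read as TRPC4 activation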
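Material: TRPC4beta and mu-opioid receptor HEK293 stable cells | Incubation: 45 min room-temperature Fluo4 loading, 110 s read | Detection: Kinetic Fluo4 calcium fluorescence | Measure: Integrated baseline-normalised fluorescence ratio, converted to per-well B score | Benchmarks: Low control buffer alone, high control maximal DAMGO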
SKKanGAS inh = blocks kanamycin growth of S. pyogenes SKKanGAS strain | BacTiter-Glo, 6 h | inhibition, % at 7.5 µM | 1.3% of 300,000 active | AID 1662;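 active = mean replicate score, as percent of positive control median, at least 50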;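 also: strain carries kanamycin resistance gene driven by streptokinase promoter and grows in 40 µg/ml kanamycin; loss of luminescence reflects streptokinase promoter inhibition or plain growth inhibition; 0% = median of DMSO wells and 100% = positive control at its reference dose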
aSyn 5UTR inh = MLPCN primary screen, SNCA 5' untranslated region. alpha-synuclein 5'UTR reporter, inhibitor activity. inhibition, % (tested at 7.5 µM). 0.82% of 300,000 active; in the data active = inhibition above about 60%;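 also: H4 neuroglioblastoma cells stably carrying SNCA 5'UTR luciferase fusion; 0% = DMSO wells and 100% = positive control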
Starred values were filed as active, the others as inactive; i = inactive; x = not tested or not shown.

SMILES | TRPC4 potent | MrgX1 antag | HIF activator | TRPC6 inhibitor | KLF5 inhibitor | TRPC6 act | TRPC4 block | IEC-6 tox | TRPC4 act | SKKanGAS inh | aSyn 5UTR inh
N#C/C(=C\c1ccc2c(c1)OCO2)C(N)=S | i | i | 0.0 | i | -5 | i | i | -4 | i | -7 | -7
Cc1ccc(NC(=O)CCNS(=O)(=O)c2ccc3[nH]c(=O)oc3c2)cc1F | i | i | -0.1 | i | 0 | i | i | 0 | i | -7 | 3
Cc1cc2c(c(=O)n1CCc1ccccc1)C(c1ccco1)C(C#N)=C(N)O2 (stereo unspecified) | i | i | x | i | -17 | i | i | -2 | i | 1 | x
Cn1nnnc1SCC(=O)Nc1ccccc1[N+](=O)[O-] | i | i | -0.4 | i | -12 | i | i | -8 | i | -4 | 23
CCOc1ccc(-n2c(=O)c3sccc3n(CC(=O)NCc3ccco3)c2=O)cc1 | i | i | -0.3 | i | 11 | i | i | 2 | i | -6 | 12
COc1ccc(NC(=O)C/C(C)=N/NC(=O)C(=O)NC2CCCCC2)c(OC)c1 | i | i | -0.1 | i | -50 | i | i | 0 | i | -5 | -14
O=C(NNc1nc2c(F)cc(F)cc2s1)C1COc2ccccc2O1 (stereo unspecified) | i | i | -0.6 | i | -3 | i | i | 2 | i | 9 | -3
O=C(N/N=C/c1cccc(O)c1)c1csc2ccccc12 | i | i | 1.5 | i | -18 | i | i | -1 | i | 0 | -36
CCc1c(C(=O)NNC(=S)NC2CCCCC2)csc1C | i | i | 0.0 | i | -24 | i | i | -2 | i | 14 | -25
COc1ccc(/C=N/Nc2ncnc(Cl)c2N)cc1OC | i | i | 0.6 | i | -36 | i | i | 1 | i | -7 | -39
COc1cc(N)c(C(O)c2nccc3cc(OC)c(OC)cc23)cc1OC (stereo unspecified) | i | i | -0.5 | i | -26 | i | i | 1 | i | 1 | 12
CNC(=S)NN(c1ccccc1)c1ccccc1 | i | i | 0.5 | i | -20 | i | i | -7 | i | 1 | 10
N#Cc1ccc(-c2ccc(F)cc2)nc1SCC(=O)Nc1sc2c(c1C#N)CCC2 | i | i | -0.4 | i | -21 | i | i | -9 | i | -2 | 4
Cc1cc(C(=O)N/N=C/c2cc(Br)cc(Br)c2OC(=O)c2ccccc2)n[nH]1 | i | i | 2.4 | i | 2 | i | i | 0 | i | 18 | 89*
O=C(c1ccccc1)n1nc(-c2ccccc2)nc1NCc1ccco1 | i | i | 0.8 | i | -48 | i | i | 5 | i | -1 | -31
CN1CCN(c2ccc(CNS(=O)(=O)Cc3ccc(Cl)cc3)cc2)CC1 | i | i | 0.5 | i | -6 | i | i | -2 | i | -4 | -41
COC(=O)c1nn(-c2ccccc2)ccc1=O | i | i | -0.2 | i | -6 | i | i | -1 | i | -3 | 0
Nc1cc([N+](=O)[O-])ccc1O | i | i | -0.1 | i | -13 | i | i | 1 | i | 1 | 13
Cc1cccc(NC(=O)CCc2nnc3ccc(N4CCC(C)CC4)nn23)n1 | i | i | -0.3 | i | -18 | i | i | 5 | i | 2 | 10
CCOC(=O)c1ccc2c(c1)n(CCO)c(C)[n+]2CC | i | i | -0.1 | i | -24 | i | i | -1 | i | 3 | 14
CCOC(=O)c1c(NC(=O)C(=O)N/N=C/c2ccccc2O)sc2c1CCCCC2 | i | i | 0.0 | i | 7 | i | i | 5 | i | 9 | 27
COc1ccc(CCNC(=O)CSc2cccc3cccnc23)cc1OC | i | i | 1.1 | i | -26 | i | i | -2 | i | 0 | 16
Cn1c(=O)c(-c2cc(=O)[nH][nH]2)c(O)c2ccccc21 | i | i | -0.2 | i | 13 | i | i | -3 | i | 6 | 23
Cc1cccn2cc(CCNC(=O)c3ccco3)nc12 | i | i | 0.3 | i | -43 | i | i | -1 | i | 0 | -4
Cc1ccc2c(c1)/C(=C/c1ccccc1C)C(=O)N2 | i | i | -1.5 | i | -25 | i | i | 7 | i | -1 | 20

7 entries from above, sorted by molar mass, low to high.
SMILES | TRPC4 potent | MrgX1 antag | HIF activator | TRPC6 inhibitor | KLF5 inhibitor | TRPC6 act | TRPC4 block | IEC-6 tox | TRPC4 act | SKKanGAS inh | aSyn 5UTR inh
CCOC(=O)c1ccc2c(c1)n(CCO)c(C)[n+]2CC | i | i | -0.1 | i | -24 | i | i | -1 | i | 3 | 14
O=C(c1ccccc1)n1nc(-c2ccccc2)nc1NCc1ccco1 | i | i | 0.8 | i | -48 | i | i | 5 | i | -1 | -31
O=C(NNc1nc2c(F)cc(F)cc2s1)C1COc2ccccc2O1 (stereo unspecified) | i | i | -0.6 | i | -3 | i | i | 2 | i | 9 | -3
Cc1cc2c(c(=O)n1CCc1ccccc1)C(c1ccco1)C(C#N)=C(N)O2 (stereo unspecified) | i | i | x | i | -17 | i | i | -2 | i | 1 | x
COc1ccc(NC(=O)C/C(C)=N/NC(=O)C(=O)NC2CCCCC2)c(OC)c1 | i | i | -0.1 | i | -50 | i | i | 0 | i | -5 | -14
CCOc1ccc(-n2c(=O)c3sccc3n(CC(=O)NCc3ccco3)c2=O)cc1 | i | i | -0.3 | i | 11 | i | i | 2 | i | -6 | 12
CCOC(=O)c1c(NC(=O)C(=O)N/N=C/c2ccccc2O)sc2c1CCCCC2 | i | i | 0.0 | i | 7 | i | i | 5 | i | 9 | 27

The listing continues:
SMILES | TRPC4 potent | MrgX1 antag | HIF activator | TRPC6 inhibitor | KLF5 inhibitor | TRPC6 act | TRPC4 block | IEC-6 tox | TRPC4 act | SKKanGAS inh | aSyn 5UTR inh
CC1CCN(CCCOc2ccc(Cl)cc2Br)CC1 | i | i | 1.7 | i | -33 | i | i | -8 | i | -4 | -55
COc1ccc(-c2c3c(=O)n(C)c(=O)n(C)c3cn2C2CCCCC2)cc1 | i | i | -0.2 | i | -1 | i | i | 0 | i | -1 | -3
COc1cc(O)c(C(CCN2CCOCC2)c2cc(OC)c(OC)c(OC)c2)c(OC)c1 (stereo unspecified) | i | i | 0.0 | i | x | i | i | x | i | -2 | 14
O=C(Cn1nc(-c2ccc(Cl)cc2)ccc1=O)NCC1COCCO1 (stereo unspecified) | i | i | -0.8 | i | -7 | i | i | -4 | i | -10 | 12
CC1CC(C)CN(CC(=O)c2cccs2)C1 (stereo unspecified) | i | i | -0.2 | i | -9 | i | i | -4 | i | 12 | -22
COc1ccc2[nH]c(=O)c(CN(Cc3nnnn3Cc3ccco3)C3CCCCC3)cc2c1 | i | i | -0.1 | i | -6 | i | i | -3 | i | -11 | -2
Cc1nn(Cc2c(F)c(F)c(F)c(F)c2F)c(C)c1NC(=O)c1nn(C)cc1Br | i | i | -0.2 | i | -23 | i | i | 0 | i | 0 | 11
Nn1c(Cc2cccc3ccccc23)nnc1SCCOc1ccc(Br)cc1 | i | i | -0.2 | i | 6 | i | i | 2 | i | 23 | 37
COC(=O)c1[nH]c2ccc(C)cc2c1NC(=O)CN1CCCc2ccccc21 | i | i | 0.6 | i | -26 | i | i | -8 | i | 18 | -24
COCCCn1c(C)nnc1SCc1ccc(C(C)(C)C)cc1 | i | i | -0.3 | i | -14 | i | i | -2 | i | -2 | 8
Cc1[nH]c(=O)c(C#N)c(C)c1CSc1ncccn1 | i | i | -0.8 | i | x | i | i | x | i | -3 | 15
O=C(Nc1cccc(F)c1)c1c(F)c(F)c(F)c(F)c1F | i | i | 0.3 | i | 3 | i | i | 4 | i | 11 | -11
Nc1ccccc1C(=O)N1CCCC1 | i | i | 0.9 | i | -7 | i | i | -15 | i | -4 | 7
COc1ccc(S(=O)(=O)N2C3CCC2CC(NC(=O)NC2CCCCC2)C3)cc1 (stereo unspecified) | i | i | 0.3 | i | -11 | i | i | 0 | i | 9 | -34
CC1CCCC(C)N1CCCNC(=O)c1csc2c1CCCCC2 (stereo unspecified) | i | i | -0.3 | i | 8 | i | i | 8 | i | -14 | -9
CC1CCCN(C(=O)NC2CC(=O)N(c3ccc4c(c3)OCCO4)C2)C1 (stereo unspecified) | i | i | -0.7 | i | x | i | i | x | i | -5 | 7
CC1CCN(Cc2c(C(=O)N/N=C/c3ccc(C(C)C)cc3)nnn2-c2nonc2N)CC1 | i | i | -0.2 | i | 32 | i | i | 8 | i | 10 | -4
O=C(NCc1ccc2c(c1)OCO2)c1ccc2c(=O)n(C3CCCC3)c(=O)[nH]c2c1 | i | i | -0.5 | i | -17 | i | i | -7 | i | 12 | 10
CCCN=Cc1ccc(O)cc1 | i | i | -0.3 | i | -28 | i | i | 6 | i | -1 | -12
O=C(O)/C=C\c1cccc(-n2cnnn2)c1 | i | i | x | i | 10 | i | i | -6 | i | 0 | 4
FC(F)(F)c1nnc2n1N=C(c1cccs1)CS2 | i | i | -0.4 | i | 11 | i | i | -1 | i | 0 | -16
COc1ccc(Cc2nnc(NC(=O)c3c(-c4ccccc4)noc3C)s2)cc1OC | i | i | x | i | -10 | i | i | -3 | i | 7 | 21
Cc1ccc(S(=O)(=O)NCCc2cc3ccc(C)cc3[nH]c2=O)cc1 | i | i | -2.5 | i | 0 | i | i | -8 | i | -4 | -3
COc1ccc(C)cc1NC(=O)C(NCC(O)c1ccccc1)c1ccccc1 (stereo unspecified) | i | i | 0.2 | i | -17 | i | i | -4 | i | -1 | -1
Cc1cc(C)nc(NC(=O)c2ccccc2O)n1 | i | i | -0.2 | i | -29 | i | i | 3 | i | 4 | 9

(list continues)
SMILES | TRPC4 potent | MrgX1 antag | HIF activator | TRPC6 inhibitor | KLF5 inhibitor | TRPC6 act | TRPC4 block | IEC-6 tox | TRPC4 act | SKKanGAS inh | aSyn 5UTR inh
Cc1cc(C)cc(NC(=O)N2CCCN(Cc3c(F)cccc3Cl)CC2)c1 | i | i | 0.6 | i | -14 | i | i | -4 | i | 2 | 10
CC(=O)N1N=C(N)SC1c1cccc([N+](=O)[O-])c1 (stereo unspecified) | i | i | x | i | 10 | i | i | -1 | i | 4 | 5
Cc1ccc(Cl)cc1N1CCN(C(=O)c2noc(C(C)C)c2[N+](=O)[O-])CC1 | i | i | -0.7 | i | -21 | i | i | 12 | i | 4 | -24
N#Cc1ccccc1Sc1ccccc1C(=O)N1CCOCC1 | i | i | -0.2 | i | -22 | i | i | 2 | i | 0 | 8
O=C(Nc1ccccc1Oc1ccccc1)C1=COCCO1 | i | i | -0.2 | i | -14 | i | i | -10 | i | -2 | 16
CC(=O)Nc1ccc(S(=O)(=O)N(Cc2cc3ccc(C)cc3[nH]c2=O)CC2CCCO2)cc1 (stereo unspecified) | i | i | -0.5 | i | -56 | i | i | 1 | i | -2 | 82*
S=C(Nc1ccc2[nH]ccc2c1)NC1CCCCC1 | i | i | 3.2 | i | -103 | i | i | 2 | i | -1 | -105
CCOc1ccccc1N1CCN(CC(=O)NC(C)c2ccccc2)CC1 (stereo unspecified) | i | i | -3.9 | i | -9 | i | i | 4 | i | -3 | 6
